Source: PubChem BioAssay (National Center for Advancing Translational Sciences (NCATS))
KCNH2 WT inh = inhibitors of human wildtype KCNH2 potassium channel; hit rate 0.37% among 340,000; U2OS, BacMam KCNH2, thallium flux FluxOr; hits give low values; activity change, % at 1.84 µM; Q12809; AID 720551;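 active = maximum activity change below -70%; inconclusive = maximum activity change between -70% and -50%; inactive = maximum activity change above -50%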
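U2OS cells were transduced with wild-type KCNH2 virus (2.03 x 10^8 / mL) for 4 h at room temperature, then cultured overnight at 37 C. Thallium flux was read with FluxOr dye. Rate constants were normalized to DMSO controls.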
B2AR arrestin = recruits beta-arrestin to the human beta2-adrenergic receptor; beta-arrestin recruitment to beta2AR, cell-based reporter; Potency, µM (titrated, usually from 46.1 µM), for inactives: at the top dose activation, actives largely listed as activators; hit rate 0.02% among 330,000; AID 492947;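 also: potency is read from the fitted curve at half-maximal effect; 0% = DMSO controls and full agonism = EC100 isoproterenol or metaproterenol; nearly all actives have a fitted effect of over 65% in size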
Chronic BCR inh = inhibitors of chronic active B-cell receptor signaling; Potency, µM (doses to about 46.1 µM), for inactives: at the highest dose ratio change, negative = lower green/red ratio, hits mostly inhibitors; hit rate 0.05% among 340,000; ABC-DLBCL IkBa-CBG/CBR reporter, luminescence ratio, 4 h; active = well fitted inhibition curve with a large enough effect in the signal ratio, with a control signal flat, not every such curve was filed as active; inconclusive = small, poorly fitted or top-dose-only effect, or effect the other way, or a change in a side signal; the % refers to the signal ratio;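 also: potency is read from the fitted curve at half-maximal effect; plate controls were basal doxycycline-induced cells for no effect and cells given 10 µM MG132 for full effect; MG132 reads +100%, hits lower the ratio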
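Cell line TMD8 (human ABC DLBCL), stably expressing tet-inducible CBG68-IkBa fusion and CBR; IMDM/0.5% FBS; cpd up to 46 uM; dox induction, 4 h, 37C/5% CO2; dual luminescence; green/red ratio; MG132 control.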
USP2a block = inhibitors of human ubiquitin-specific protease USP2a. hit rate 0.01% among 330,000. AID 463254. O75604. Potency, µM (highest dose often 38.3 µM), inactives show at the top dose activity change, negative = inhibition, hits mostly inhibitors. USP2 core, Ub-CHOP2 coupled fluorogenic reporter, 485/531;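 also: potency is read from the fitted curve at half-maximal effect; plate controls were DMSO wells for no effect and full inhibition by NEM control for full effect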
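USP2 core (10nM final) preincubated 30min RT with compound in 20mM Tris-HCl pH 8.0, 2mM CaCl2, 2mM beta-mercaptoethanol, 0.05% CHAPS; 25nM Ub-CHOP2 plus 25nM reporter substrate added, fluorescence (Ex485/Em531) read after 60min.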
FBPA coupling cs = counter-screen for Giardia aldolase inhibitors: coupling enzyme system | hit rate 0.67% among 290,000 | activity change, negative = inhibition, % at 58.2 µM, hits read low | coupling enzyme system counterscreen, AmpLite Red fluorescence; in the data active = activity change below about -30%
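Counterscreen lacking aldolase: glyceraldehyde-3-phosphate coupling-enzyme reagent preincubated 10 min at RT with compound (at 57.5 uM final), then substrate/coupling system with AmpLite Red added; fluorescence read at 525/598 nm after 20 min RT.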
GALK inhibitor = galactokinase (human) inhibition. Purified GALK, Kinase-Glo residual ATP luminescence. P51570. hit rate 0.007% among 270,000. AID 1868. Potency, µM (doses to about 57.5 µM), for the others: top-dose activity change, negative = inhibition, most hits filed as inhibitors; also: potency is read from the fitted curve at half-maximal effect
Target sequence (P51570 whole entry, looked up): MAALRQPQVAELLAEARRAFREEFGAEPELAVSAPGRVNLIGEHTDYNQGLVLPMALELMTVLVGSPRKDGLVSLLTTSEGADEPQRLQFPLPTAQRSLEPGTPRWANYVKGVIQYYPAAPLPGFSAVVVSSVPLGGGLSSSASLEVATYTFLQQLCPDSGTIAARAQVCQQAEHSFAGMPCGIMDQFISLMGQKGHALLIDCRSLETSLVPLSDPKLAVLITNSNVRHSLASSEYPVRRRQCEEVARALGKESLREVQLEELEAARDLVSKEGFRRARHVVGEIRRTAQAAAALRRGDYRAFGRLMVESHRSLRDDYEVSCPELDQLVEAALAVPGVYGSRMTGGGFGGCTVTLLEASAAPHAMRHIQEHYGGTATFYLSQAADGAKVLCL
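ATP-depletion format; final 35 uM ATP, 100 uM D-galactose, 5 nM enzyme; pH 8.0 HEPES/Mg2+ buffer; 60 min RT; luminescence read 10 min after detection reagent.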
Eya2 inh = Eya2 (human) phosphatase inhibition; O00167; recombinant Eya2, OMFP fluorescence dephosphorylation (OMFP is methylfluorescein phosphate); Potency, µM (top dose mostly 76.9 µM), for the others: at the top dose activity, negative = inhibition, usual class: inhibitors; hit rate 0.006% among 330,000; AID 488837; also: potency is read from the fitted curve at half-maximal effect
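Eya2 protein (added as 0.2 uM solution) was preincubated with compound for 10 min at ambient temperature in 50 mM HEPES pH 7.5, 50 mM NaCl, 5 uM MgCl2, 0.05% BSA, 1 mM DTT. OMFP (added at 50 uM) then reacted 10 min; fluorescence read at 485/525 nm.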
PKM2 activator = PKM2 (human) enzyme activation. purified PKM2, Kinase-Glo ATP luminescence, activation; response scale: 0% is enzyme alone, no compound. Potency, µM (highest dose often 57.5 µM), for inactives: top-dose activation, hits mostly activators. hit rate 0.34% among 260,000. AID 1631; also: potency is read from the fitted curve at half-maximal effect; nearly all actives have a fitted effect of over 55% in size
Target sequence (P14618 whole entry, looked up): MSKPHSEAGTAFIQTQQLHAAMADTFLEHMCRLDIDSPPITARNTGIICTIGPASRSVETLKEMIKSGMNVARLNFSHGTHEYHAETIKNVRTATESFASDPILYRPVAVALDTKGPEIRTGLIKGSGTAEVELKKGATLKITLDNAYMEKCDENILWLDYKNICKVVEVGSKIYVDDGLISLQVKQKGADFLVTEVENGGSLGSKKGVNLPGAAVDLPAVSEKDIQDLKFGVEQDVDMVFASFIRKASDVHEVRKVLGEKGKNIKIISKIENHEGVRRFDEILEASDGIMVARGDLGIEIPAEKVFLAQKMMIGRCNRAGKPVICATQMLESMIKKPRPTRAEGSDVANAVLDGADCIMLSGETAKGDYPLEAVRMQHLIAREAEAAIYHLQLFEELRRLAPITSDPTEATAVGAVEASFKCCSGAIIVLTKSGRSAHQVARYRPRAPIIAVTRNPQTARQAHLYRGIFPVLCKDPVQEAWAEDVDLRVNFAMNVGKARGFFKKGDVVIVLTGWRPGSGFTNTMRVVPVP
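Purified hPK-M2 (>95% pure) converted ADP (0.1 mM final) to ATP with 0.5 mM PEP in 50 mM imidazole pH7.2, KCl, MgCl2, Tween 20, BSA; 1 h at room temperature. ATP detected by Kinase-Glo luminescence.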
Giardia kill = kills Giardia lamblia; hit rate 0.15% among 340,000; Giardia lamblia trophozoite viability; activity change, % at 7.66 µM, hits read low; in the data active = activity change below about -80%; inconclusive = between about -30% and that limit;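 also: parasites exposed to compound for two days anaerobically before the ATP read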
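Luminescence from cellular ATP indicates surviving trophozoites (100 cells/well) following 48 hrs anaerobic compound treatment at 37 deg C; signal develops 15-30 min at room temperature.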
KCNH2 3.1 block = KCNH2 3.1 (human) potassium channel inhibition | U2OS KCNH2 3.1, thallium flux FluxOr; hits give low values | AID 720553 | activity change, % (tested at about 1.8 µM) | hit rate 0.95% among 340,000;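 active = maximum activity change below -70%; inconclusive = maximum activity change from -70% to -50%; inactive = maximum activity change above -50%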;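 also: thallium influx rate constant from kinetic fluorescence after stimulation buffer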
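Measured as rate of thallium-driven FluxOr signal in transduced U2OS cells carrying the 3.1 channel, read kinetically for 2 min upon stimulation; values are rate constants scaled to DMSO control wells.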
uPA generation = blocks generation of uPA at the cell surface. cell surface uPA generation assay, qHTS. Potency, µM (series often up to 38.3 µM), for the others: top-dose activity change, negative = inhibition, most hits filed as inhibitors. hit rate 0.31% among 330,000; active = well fitted inhibition curve with a large enough effect; inconclusive = small, poorly fitted or top-dose-only effect; inactive = no such curve, though single readings can be large or run the other way; tested in mouse RAW 264.7 cells; also: potency is read from the fitted curve at half-maximal effect; nearly all actives have a fitted effect of over 55% in size
The depositor's hits bear a star; ? = inconclusive; · = no result given; & = joins results of further samples; [ ] = remark or other dose. Unless noted, calls follow the shape of the dose curve; as a rule, active = well fitted curve in the direction sought with a large enough effect; inconclusive = small, poorly fitted or top-dose-only effect, or another doubt; inactive = no such curve, though single readings can be large; an effect the other way counts as inactive or inconclusive. Unless noted, % is scaled to controls: 0 for no effect and ±100 for the full control effect. Hits appear at their usual frequency. About 2.4% of those tested had a hit in this group.

SMILES	KCNH2 WT inh	B2AR arrestin	Chronic BCR inh	USP2a block	FBPA coupling cs	GALK inhibitor	Eya2 inh	PKM2 activator	Giardia kill	KCNH2 3.1 block	uPA generation
CN(C)S(=O)(=O)c1ccc(N2CCCC2)c(C(=O)NNC(=O)COc2cccc(F)c2)c1	8	0.1%	1%	2%	·	·	16%	·	-7	12	7%
Oc1ccccc1/C=N/c1c(-c2ccco2)nc2ccccn12	-3	-0.4%	4%	-3%	-30	-1%	2%	18%	-11	5	-2%
Fc1cccc(C[n+]2csc3ccccc32)c1	5	-0.1%	-6%	0%	-2	-4%	16%	28%	-17	-7	-5%
CCn1ccc(C(=O)Nc2ccccc2SC)n1	17	-0.1%	-17%	5%	-1	4%	?	-5%	-7	·	-2%
C=C1c2cccc(OC)c2O[C@H](C(=O)OCC)[C@@H]1CC(CC)CCCC (stereo partly specified)	13	-0.7%	8%	-10%	-5	·	-23%	·	-5	-8	24%
CCC(=O)Nc1cccc(-c2cc3ccccc3oc2=O)c1	13	-0.7%	?	-5%	1	1%	-4%	1%	-24	3	-6%
CCN1CCN(CC(=O)Nc2ccccc2)C(=O)C1=O	-21	0.1%	?	2%	5	2%	1%	8%	-21	1	4%
O=C(NC(=S)Nc1ccccc1O)c1ccc(-c2ccc(Cl)cc2)o1	-4	0.1%	4%	-1%	1	-2%	-16%	0%	13	4	-4%
C/C=C/c1ccc(OCCCCN2CCC(C)CC2)c(OC)c1	23	0.2%	1%	-1%	0	2%	6%	2%	5	-8	-6%
N#Cc1ccc(-c2csc(NC(=O)c3ccc(S(=O)(=O)N4CCc5ccccc5C4)cc3)n2)cc1	-1	0.2%	-1%	2%	0	0%	2%	5%	-7	6	-3%
O=C(CSc1nnnn1C1CCCCC1)Nc1ccccc1F	-4	0.0%	-11%	3%	10	4%	-2%	-3%	-2	-3	8%
Cc1noc(/C=C/N(C)C)c1S(=O)(=O)NC1CCCCC1	-1	-1.1%	1%	0%	2	-2%	21%	-1%	5	-11	3%
Clc1cccc(-c2sc(Nc3ccccc3)n[n+]2-c2ccccc2)c1Cl	13	-0.4%	?	-4%	-4	·	-7%	-5%	-26	8	1%
COc1ccc(-c2n[nH]c(=S)n2-c2ccc(C)cc2)cc1	5	-1.0%	-12%	-9%	5	9%	16%	-10%	6	23	0%
COc1ccc(S(=O)(=O)Nc2cc(C)on2)cc1NC(C)=O	8	0.2%	0%	-1%	·	·	-6%	·	-10	0	-12%
CCN(C(=O)CSc1nc2ccc(OC)cc2[nH]1)C1CCS(=O)(=O)C1 (stereo unspecified)	4	-0.3%	4%	1%	·	·	-5%	·	17	6	-1%
COc1ccc(N2CC(C(=O)NCCC3=CCCCC3)CC2=O)cc1 (stereo unspecified)	5	0.4%	-1%	-1%	1	1%	-2%	9%	-4	-1	3%
CCOc1ccc(NC(=O)CCNS(=O)(=O)c2ccc3c(c2)oc(=O)n3C)cc1	14	0.0%	3%	0%	·	-8%	4%	·	-29	34	3%
CC(C)Cc1nnc(NC(=O)CSc2nc(=O)cc(N)n2-c2ccccc2)s1	7	-0.6%	-9%	2%	4	-1%	-2%	1%	1	1	1%
Cc1cc(=O)n2nc(N3CCCC3C(=O)NCCCN3CCCCC3)sc2n1 (stereo unspecified)	-1	0.1%	1%	2%	1	0%	-1%	-6%	-16	3	7%
Cc1cc(C)c(C(=O)N(C)C2CCCN(Cc3ccccc3F)C2)o1 (stereo unspecified)	-7	-0.2%	-1%	1%	·	-4%	-1%	-5%	-2	2	8%
CCN1CCN(C(=O)c2cc3cc4cc(OC)ccc4nc3s2)CC1	2	0.0%	6%	1%	-13	0%	5%	4%	10	9	-3%
O=C(/C=C/c1ccccc1Cl)c1cccnc1	-2	-0.2%	?	0%	0	0%	-12%	24%	12	-4	-15%
CSCC(=O)NCC1(N(C)Cc2ccccc2)Cc2ccccc2C1	6	-0.4%	-4%	-2%	4	6%	-5%	-4%[11.5 µM]	13	0	2%
CCCC(=O)Nc1ccc(-c2cnc(-c3ccc(NC(=O)CCC)cc3)nc2)cc1	5	-1.8%	6%	4%	1	0%	-17%	6%	3	-5	9%
C[C@H](CO)N1C[C@H](C)[C@@H](CN(C)S(=O)(=O)c2cccs2)Oc2ccc(NS(=O)(=O)c3ccc(F)cc3)cc2C1=O	0	0.0%	-3%	-4%	·	·	-16%	·	6	9	-12%
O=C(CSCc1c(Cl)cccc1Cl)Nc1nccs1	0	0.2%	1%	3%	0	0%	8%	0%	-6	-13	-4%
O=c1[nH][nH]c2c(N=Cc3ccccc3O)ccc(F)c12	-14	-0.5%	9%	1%	-34*	·	2%	23%	2	-3	2%
Cc1ccc(S(=O)(=O)NC(=NC(Cc2ccccc2)C(=O)O)c2ccccc2)cc1 (stereo unspecified)	6	0.2%	6%	1%	5	-1%	5%	-1%	-7	7	-1%
Cc1cc(C)c2oc(C(=O)Nc3nnc(C(C)C)s3)cc(=O)c2c1	·	-1.1%	10%	2%	3	-1%	-1%	-13%	-4	-11	15%
CCN(c1ccccc1)S(=O)(=O)c1ccc(OC)c(NC(=O)CCc2nc3ccccc3c(=O)[nH]2)c1	3	-0.9%	19%	3%	·	·	1%	·	12	-18	-2%
Cc1cc(C(=O)CSc2nnc(-c3ccccc3F)o2)c(C)n1Cc1cccs1	3	-0.3%	-1%	-1%	-2	4%	-2%	0%	3	1	0%
CCS(=O)(=O)Nc1ccc(C2=NN(C(C)=O)C(c3cccs3)C2)cc1 (stereo unspecified)	19	0.3%	?	4%	-27	-1%	2%	4.5µM*	-7	10	-12%
COc1ccc(S(=O)(=O)NC(CC(=O)NCC2CCCO2)c2ccco2)cc1 (stereo unspecified)	0	-2.3%	5%	1%	1	0%	1%	4%	1	1	7%
O=S(=O)(c1ccccc1)c1nc(-c2ccco2)oc1NCCCN1CCOCC1	16	0.2%	-2%	2%	-19	-2%	-23%	-7%	10	-4	1%
Cc1ccc(-c2cc(C(F)F)n3ncc(C(=O)N4CCN(c5ccccn5)CC4)c3n2)cc1	-2	-0.3%	?	0%	-4	0%	-2%	0%	21	-2	?
CCCn1c(N)c(C(=O)CSc2nnc(N)s2)c(=O)[nH]c1=O	-28	-2.5%	8%	-2%	·	·	11%	·	29	-7	1%
CN(c1ccc(C(=O)NC2CC3CCC2C3)cc1)S(C)(=O)=O (stereo unspecified)	-2	0.6%	-11%	3%	-3	0%	4%	-1%	14	3	1%
O=C(NCc1cccnc1)c1cccc(S(=O)(=O)NCc2ccccc2)c1	-22	0.1%	3%	0%	·	·	9%	·	9	1	5%
O=C(NCCS(=O)(=O)N1CCN(c2ccc(F)cc2)CC1)c1ccc2c(c1)OCO2	-6	-0.1%	-11%	0%	·	·	-3%	·	-12	-10	-2%
COc1ccc(Cl)cc1NC(=O)c1[nH]nc(OC)c1[N+](=O)[O-]	15	0.2%	11%	3%	-2	0%	8%	0%	4	1	2%
Cc1cccc(-n2c(C)cc(/C=N/NC(N)=S)c2C)c1	3	8.3%	2%	1%	1	0%	7%	-18%	-3	-3	-5%
Cc1cnc(C(=O)OC(C)C(=O)Nc2ccccc2-c2ccccc2)cn1 (stereo unspecified)	-6	0.1%	-3%	1%	·	·	4%	·	-14	2	-1%
CCOc1ccc2oc(C(=O)NNC(=O)c3csc(N4CCOCC4)n3)c(C)c2c1	-7	-0.6%	-2%	-1%	·	4%	-4%	1%	5	-9	-4%
CCC(=O)N1CCC2(CC1)Oc1ccc(Cl)cc1C(=O)C21CC(c2cccnc2)=NO1 (stereo unspecified)	-4	0.1%	-18%	7%	-1	-1%	-3%	0%	1	14	-1%
O=C(Cn1cnc2c(nnn2-c2ccccc2)c1=O)N1CCOCC1	2	0.0%	7%	2%	1	1%	8%	-1%	6	-11	4%
CCOC(=O)C1CCCc2c1[nH]c1c(C(N)=O)cccc21 (stereo unspecified)	-4	-1.0%	?	-4%	-22	-1%	-23%	10%	-11	5	0%
CCOc1ccc(Cn2nnc(C(=O)Nc3ccc(OC)cc3OC)c2N)cc1	0	-0.1%	?	2%	-1	-1%	-16%	-1%	5	4	-2%
CCOc1ccc(C/C(O)=C2\C(=O)CC(C)(C)CC2=NCC(=O)O)cc1OCC	0	0.1%	2%	1%	4	1%	0%	0%	-20	-19	5%
COc1ccc(-c2cc(=O)c3cc(C)ccc3[nH]2)cc1	5	-0.6%	3%	1%	1&-2	·	7%	-8%	?	6	?
